CHT allo act: allosteric activators of human choline transporter CHT; CHT-expressing cells, membrane potential dye, choline EC20; active compounds read high; LV-AA mutant CHT in HEK293 cells; Q9GZV3; B-score at 10 µM; AID 488977; actives 0.49% (n = 310,000);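 active = initial fluorescence not abnormally high and integrated response B-score, plate-corrected, over 3 SD above library mean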
Target sequence (Q9GZV3 whole entry, looked up): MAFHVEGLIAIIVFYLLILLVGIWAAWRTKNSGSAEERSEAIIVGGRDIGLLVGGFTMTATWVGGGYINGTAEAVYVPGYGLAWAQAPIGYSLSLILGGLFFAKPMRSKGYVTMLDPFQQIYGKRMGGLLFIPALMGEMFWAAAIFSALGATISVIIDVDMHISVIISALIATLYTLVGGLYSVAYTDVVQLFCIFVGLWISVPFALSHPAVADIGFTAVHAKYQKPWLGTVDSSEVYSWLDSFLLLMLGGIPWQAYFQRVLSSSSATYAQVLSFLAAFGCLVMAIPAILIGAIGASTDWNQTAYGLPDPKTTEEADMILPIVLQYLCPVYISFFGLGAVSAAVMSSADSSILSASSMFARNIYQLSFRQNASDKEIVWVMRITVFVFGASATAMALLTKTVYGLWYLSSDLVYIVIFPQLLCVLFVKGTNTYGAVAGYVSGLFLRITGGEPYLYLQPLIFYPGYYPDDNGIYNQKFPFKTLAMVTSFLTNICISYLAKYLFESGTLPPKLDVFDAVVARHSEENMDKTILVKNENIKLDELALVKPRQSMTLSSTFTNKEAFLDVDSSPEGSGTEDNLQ
OX1R antag: blocks the human orexin 1 receptor; O43613; inhibition, % at 5 µM; AID 434989; actives 0.43% (n = 330,000); CHO/OX1R cells, Fluo-8 calcium fluorescence, orexin A;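 active = inhibition above its plate's threshold, mean inhibition of all tested compounds on the plate plus 3 SD, cut at about 37% in these data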;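 note: 0% = orexin A challenge wells and 100% = SB-334867-A antagonist wells; not every result past the cut was called active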
Target sequence (O43613 whole entry, looked up): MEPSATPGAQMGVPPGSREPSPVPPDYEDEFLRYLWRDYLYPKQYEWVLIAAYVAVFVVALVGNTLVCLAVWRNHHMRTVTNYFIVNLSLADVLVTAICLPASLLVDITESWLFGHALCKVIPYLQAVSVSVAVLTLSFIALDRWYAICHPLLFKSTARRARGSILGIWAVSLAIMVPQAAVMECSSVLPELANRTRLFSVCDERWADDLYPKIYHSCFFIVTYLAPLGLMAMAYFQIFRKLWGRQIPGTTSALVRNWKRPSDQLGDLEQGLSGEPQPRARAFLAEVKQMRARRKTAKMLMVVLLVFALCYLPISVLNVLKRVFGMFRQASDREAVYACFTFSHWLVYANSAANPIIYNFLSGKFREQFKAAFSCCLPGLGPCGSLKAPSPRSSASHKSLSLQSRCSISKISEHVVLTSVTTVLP
Starred values were filed as active, the others as inactive; i = inactive; x = no result given.

| Structure | OX1R antag | CHT allo act |
| --- | --- | --- |
| O=C(N1CCCCC1)N1CCN(S(=O)(=O)c2ccccc2)CC1 | 3.9 | i |
| COC(=O)CCC(=O)c1oc2ccc(Br)cc2c1N | -14.6 | i |
| Cc1ccc(C2CC(=O)C=C(O)C2)cc1 (stereo not given) | -21.1 | i |
| COCCn1c(SCC(=O)Nc2cccc(C)c2)nnc1C(C)C | -17.3 | i |
| CN(C)CCCN(C(=O)c1ccc2c(c1)CCCC2)c1nc2cc3c(cc2s1)OCO3 | -7.0 | i |
| Cc1ccc2nsnc2c1S(=O)(=O)N1CCN(C)CC1 | -4.9 | i |
| O=C(CCNS(=O)(=O)c1cccc2nonc12)NC1CCCc2ccccc21 (stereo not given) | -6.1 | i |
| Cc1oc2cc(Br)c(O)c(Br)c2c1C(=O)c1ccccc1 | x | i |
| CCC(C)(C)C1CCC(=NNC(=S)Nc2ccccc2)CC1 (stereo not given) | -8.5 | i |
| CCC(=NCCc1c(C)[nH]c2ccccc12)C1=C(O)CC(c2ccccc2)CC1=O (stereo not given) | -30.3 | i |
| O=C(Nc1ccc2c(c1)CCC2)c1ccc(Cl)nc1 | -27.4 | i |
| CCN(CC(=O)Nc1cc(Cl)ccc1C)C(=O)Cn1c(=O)cnc2ccccc21 | -18.8 | i |
| COc1ccc(OC(=O)Nc2ccccc2)cc1 | -15.0 | i |
| CN(CC1COCCO1)C(=O)c1cc(COc2c(F)cccc2F)on1 (stereo not given) | -3.9 | i |
| CCOC(=O)c1cnc(SC2CCc3ccccc3C2=O)nc1N (stereo not given) | -29.8 | i |
| O=S1(=O)CCN(Cc2cccc(Cl)c2)CC1 | -16.1 | i |
| N#CCCCSC1=C(C#N)C(c2ccccc2Cl)CC(=O)N1 (stereo not given) | -4.0 | i |
| O=C(CCSCCC(=O)Nc1c(F)c(F)c(F)c(F)c1F)Nc1c(F)c(F)c(F)c(F)c1F | -6.4 | i |
| O=C(C1=C[C@@H](c2coc3ccccc3c2=O)C[C@@H](OCCCCO)O1)N1CCOCC1 | -5.2 | i |
| CCOC(=O)[C@H]1[C@H]2COc3ccc(Br)cc3[C@@H]2N2C(=O)c3ccc(C)cc3NC(=O)[C@@]12C | 3.3 | i |
| Cn1c(=O)cc(OCCCC(=O)N2CCN(c3ccccc3)CC2)c2ccccc21 | -29.3 | i |
| O=C(CNC(=O)c1ccc(Br)cc1)NCC(=O)OCc1ccc(Cl)cc1 | -31.1 | i |
| CN(C(=O)COC(=O)c1ccc2c(c1)OCO2)c1c(N)n(Cc2ccccc2)c(=O)[nH]c1=O | -21.1 | i |
| COc1ccc2c(c1)O/C(=C\c1sccc1C)C2=O | -12.2 | i |
| C=CCn1c2ccccc2c(=O)c2cc(C#Cc3cc(OC)cc(OC)c3)ccc21 | 69.3* | x |

Overlap with the part before: three entries; new compounds follow.
| Structure | OX1R antag | CHT allo act |
| --- | --- | --- |
| CN(C(=O)COC(=O)c1ccc2c(c1)OCO2)c1c(N)n(Cc2ccccc2)c(=O)[nH]c1=O | -21.1 | i |
| COc1ccc2c(c1)O/C(=C\c1sccc1C)C2=O | -12.2 | i |
| C=CCn1c2ccccc2c(=O)c2cc(C#Cc3cc(OC)cc(OC)c3)ccc21 | 69.3* | x |
| O=C(C1COc2ccccc2O1)N1CCN(c2ccccc2O)CC1 (stereo not given) | -16.8 | x |
| NCCCC[C@H](N)c1nnc([C@H](CCC(=O)O)NC(=O)C2CCNCC2)o1 | -10.2 | i |
| COc1ccc(CC(=O)OCC(=O)NC(=O)NC2CCCCC2)cc1 | -30.6 | i |
| Cc1ccccc1NC(=O)c1ccc(C)c(S(=O)(=O)NCc2cccnc2)c1 | -28.8 | i |
| CCn1cc(Br)c(C(=O)Nc2cccc(Cl)c2)n1 | 4.9 | i |
| CCN(CCNC(=O)CS(=O)(=O)Cc1nc(-c2cccc(OC)c2)oc1C)c1ccccc1 | -18.3 | i |
| O=C(NC(=S)Nc1cccnc1Cl)c1ccco1 | -1.4 | i |
| COc1ccc(C[C@H]2CN3C(=NC[C@@H]3Cc3ccc(O)cc3)N2C[C@H](C)NC(=O)c2ccc(C)c(Br)c2)cc1 | 26.2 | i |
| Cn1c(SCC(=O)Nc2cccc(F)c2)nnc1-c1cccnc1 | -1.8 | i |
| CCCCN1CC[C@H]2C=CC[C@@H](C(=O)Nc3nccs3)[C@H]2C1=O | -16.4 | i |
| N/C(=N/OC(=O)c1ccc(Cl)cc1)c1ncc([N+](=O)[O-])s1 | -14.0 | i |
| N#CCc1c(C#N)c(N)nc(N2CCOCC2)c1C#N | 6.0 | i |
| O=C(Nc1ccc2c(c1)C(=O)N(C1CCCCC1)C2=O)C1CCCO1 (stereo not given) | -19.4 | i |
| COC(=O)C1CCN(c2ccc(C(N)=O)cc2[N+](=O)[O-])CC1 | 2.5 | i |
| CC(C)Cc1cc(C(=O)N2N=C(C(F)F)CC2(O)C(F)F)c2ccccc2n1 (stereo not given) | -37.2 | i |
| C=CCN1C(=O)c2ccc(C(=O)N(C)CC(=O)Nc3ccccc3Br)cc2C1=O | -12.8 | i |
| COc1ccc(C(=O)COC(=O)C(CCSC)NS(=O)(=O)c2ccc(Cl)cc2)cc1 (stereo not given) | 9.5 | i |
| O=C(Nc1ccc(NC(=O)C2CC2)cn1)c1ccccc1 | -7.2 | i |
| O=C(Nc1ncccn1)c1cccc(Cl)c1 | -5.9 | i |
| CCOC(=O)C(=CNc1cccc(C)c1C)C(=O)OCC | -33.0 | i |
| CCOc1ccccc1C(=O)N1CCCCC1C (stereo not given) | -7.2 | i |
| COc1ccc(S(=O)(=O)Nc2ccccc2C(=O)NC(C)C)cc1OC | -30.5 | i |
| CC(C)(C)OC(=O)N1CCOCCOCCN(C(=O)OC(C)(C)C)CCOCCOCC1 | -26.1 | i |
| CCc1cc2c(SCC(=O)C(C#N)=C3N(C)c4ccccc4N3C)ncnc2s1 | -31.0 | i |
| COc1ccc(C2C=C(C)Nc3nc(SC)nn32)cc1 (stereo not given) | -41.3 | i |
| CCc1c(C)c(C#N)c2nc3ccccc3n2c1Nc1c(C)n(C)n(-c2ccccc2)c1=O | -21.5 | i |
| Cc1nn(-c2ccc([N+](=O)[O-])cc2)c(N)c1-c1ccccc1 | -8.1 | i |
| Cc1ccc(NC(=O)CCC(=O)OCC(=O)c2ccc(Oc3ccc([N+](=O)[O-])cc3)cc2)c(C)c1 | -4.0 | i |
| COc1ccccc1NC(=O)c1ccccc1S(=O)(=O)c1ccccc1[N+](=O)[O-] | -8.7 | i |
| Cc1cc(=O)n2[nH]c(C)c(-c3ccccc3)c2n1 | -8.2 | i |
| CCOC(=O)C1(Cc2cccc(Cl)c2)CCCN(C(=O)c2cc(C)on2)C1 (stereo not given) | x | i |
| O=C(Nc1cc(Cl)ccc1F)C1=COCCO1 | 4.7 | i |
| Cn1cc(-c2nnnn2-c2ccc(Cl)cc2)c(C(F)(F)F)n1 | -2.4 | i |
| CCOc1nc(NC2CCCC2)nc(N2CCC(C)CC2)n1 | -40.3 | i |
| c1ccc(Nc2c3c(nc4ncnn24)CCC3)cc1 | -1.0 | i |
| COc1ccccc1CCn1cnc2c3cc(C)ccc3n(C)c2c1=O | -27.4 | i |
| Cc1ccc(OC(=O)c2c(C)nn(-c3ccccc3)c2C)cc1 | -26.7 | i |
| Cc1ccc(NC(=O)COC(=O)C2CC(=O)N(Cc3ccccc3)C2)cc1S(=O)(=O)N(C)C (stereo not given) | -12.2 | i |
| CCCOc1ccc(C2C(C(=O)c3ccc(C)o3)=C(O)C(=O)N2Cc2ccco2)cc1 (stereo not given) | -18.3 | i |
| COc1ccc(Cl)cc1NC(=O)CN1C(=O)NC(Cc2c[nH]c3ccccc23)C1=O (stereo not given) | 14.0 | x |
| O=C(N/N=C\c1ccc(Br)o1)C1COc2ccccc2O1 (stereo not given) | -12.8 | i |
| FC(F)(F)c1cccc(Cc2noc(CN3CCCC(OCc4ccccn4)C3)n2)c1 (stereo not given) | -20.6 | i |
| COCCn1nnnc1CN1CCSCC1 | -3.8 | i |
| Cc1c(C(=O)N/N=C/c2ccc(-c3ccccc3[N+](=O)[O-])o2)sc(N)c1C#N | -1.1 | i |
| CC1CCN(c2ccc(NC(=O)C3CCCN3S(=O)(=O)c3ccc(F)cc3)cc2)CC1 (stereo not given) | -20.1 | x |
| Cc1ccc(NC(=O)c2ccc(S(=O)(=O)N3CCCC3)cc2)nc1 | -17.8 | i |
| Cc1cc(C2(c3cc(C)c(NC(=O)CN4CCOCC4)c(C)c3)CCCCC2)cc(C)c1NC(=O)CN1CCOCC1 | -15.3 | i |
| COc1ccc(C)cc1NC(=O)C(Sc1nncn1C)c1ccccc1 (stereo not given) | -0.1 | i |
| COC(=O)c1cc(NS(=O)(=O)c2ccc(Cl)c(N3C(=O)c4ccc(C(=O)O)cc4C3=O)c2)cc(C(=O)OC)c1 | -20.8 | i |
| CC1=C(C(=O)Nc2ccccn2)C(c2ccc(N(C)C)cc2)n2ncnc2N1 (stereo not given) | -17.9 | i |

Sorted by molar mass (falling): some entries from above.
| Structure | OX1R antag | CHT allo act |
| --- | --- | --- |
| Cc1ccc(NC(=O)COC(=O)C2CC(=O)N(Cc3ccccc3)C2)cc1S(=O)(=O)N(C)C (stereo not given) | -12.2 | i |
| CC1CCN(c2ccc(NC(=O)C3CCCN3S(=O)(=O)c3ccc(F)cc3)cc2)CC1 (stereo not given) | -20.1 | x |
| FC(F)(F)c1cccc(Cc2noc(CN3CCCC(OCc4ccccn4)C3)n2)c1 (stereo not given) | -20.6 | i |
| COc1ccc(Cl)cc1NC(=O)CN1C(=O)NC(Cc2c[nH]c3ccccc23)C1=O (stereo not given) | 14.0 | x |
| COc1ccccc1NC(=O)c1ccccc1S(=O)(=O)c1ccccc1[N+](=O)[O-] | -8.7 | i |
| Cc1c(C(=O)N/N=C/c2ccc(-c3ccccc3[N+](=O)[O-])o2)sc(N)c1C#N | -1.1 | i |
| CCOC(=O)C1(Cc2cccc(Cl)c2)CCCN(C(=O)c2cc(C)on2)C1 (stereo not given) | x | i |
| CC1=C(C(=O)Nc2ccccn2)C(c2ccc(N(C)C)cc2)n2ncnc2N1 (stereo not given) | -17.9 | i |
| COc1ccc(C)cc1NC(=O)C(Sc1nncn1C)c1ccccc1 (stereo not given) | -0.1 | i |
| O=C(N/N=C\c1ccc(Br)o1)C1COc2ccccc2O1 (stereo not given) | -12.8 | i |
| COc1ccccc1CCn1cnc2c3cc(C)ccc3n(C)c2c1=O | -27.4 | i |
| Cc1ccc(NC(=O)c2ccc(S(=O)(=O)N3CCCC3)cc2)nc1 | -17.8 | i |
| Cn1cc(-c2nnnn2-c2ccc(Cl)cc2)c(C(F)(F)F)n1 | -2.4 | i |
| Cc1ccc(OC(=O)c2c(C)nn(-c3ccccc3)c2C)cc1 | -26.7 | i |
| CCOc1nc(NC2CCCC2)nc(N2CCC(C)CC2)n1 | -40.3 | i |
| O=C(Nc1cc(Cl)ccc1F)C1=COCCO1 | 4.7 | i |
| c1ccc(Nc2c3c(nc4ncnn24)CCC3)cc1 | -1.0 | i |
| Cc1cc(=O)n2[nH]c(C)c(-c3ccccc3)c2n1 | -8.2 | i |

Other entries.
| Structure | OX1R antag | CHT allo act |
| --- | --- | --- |
| Cc1ccc(C2C(C#N)=C3N=C(N)c4ccccc4N3C3=C2C(=O)CCC3)cc1 (stereo not given) | -43.2 | i |
| CCCCN1C(=O)C(=O)N(CC(=O)Nc2cccc(C(C)=O)c2)C1=O | 6.9 | x |
| Cn1c(N)c(C(=O)COC(=O)/C=C/c2ccccc2)c(=O)n(C)c1=O | -4.4 | x |
| C#CCO[C@@H]1C[C@H](n2ccc(NC(=O)c3ccccc3)nc2=O)O[C@@H]1CO | 4.7 | i |
| COc1ccc(-c2nn(CC(=O)N3CCCCC3)c(=O)c3ccccc23)cc1 | -21.9 | i |
| CCOC(=O)Cc1csc(NS(C)(=O)=O)n1 | 4.0 | i |
| COc1ccccc1CNC(=O)CCN1C(=O)c2ccccc2C1=O | -11.8 | i |
| CCCOc1ccc(Cc2c(Cl)nc(SC)nc2NC)cc1 | -8.2 | i |
| CCOc1ccc(C(=O)OC2CCN(C)CC2)cc1 | -26.3 | i |
| COc1ccc(/C=C2\Oc3cc(OC(=O)N4CCOCC4)ccc3C2=O)c(OC)c1 | -16.3 | i |
| CCC(NC(=O)c1ccccc1Br)c1ccccc1 (stereo not given) | -7.3 | i |
| COc1ccc(CC(=O)Nc2ccc(S(=O)(=O)Nc3cc(OC)nc(OC)n3)cc2)cc1 | -4.4 | i |
| CCOC(=O)CSc1nc2c(c(-c3ccc(C)o3)c1C#N)CCCC2 | -31.6 | i |
| Cn1[nH]c(CSc2ccc(Cl)cc2)cc1=O | -4.6 | i |
| O=C(Nc1ccc(N2CCN(Cc3ccccc3)CC2)cc1)c1ccccc1[N+](=O)[O-] | 1.9 | i |
| N#CCc1ccc(NC(=O)c2ccc(CN3CCc4ccccc4C3)cc2)cc1 | -5.9 | i |
| COc1ccc(Cc2n[nH]c(=S)n2Cc2ccccc2)cc1Cl | -17.7 | i |
| O=C1N(c2ccccc2)C[C@@H]2C[C@@H](c3cccs3)N3CCC[C@@]123 | -36.4 | i |
| Cc1ccc(S(=O)(=O)Nc2cccc3c2O[C@@H](CN(C)C(=O)Nc2ccc4c(c2)OCO4)[C@H](C)CN([C@@H](C)CO)C3=O)cc1 | -18.3 | x |

Screening results (PubChem)

Not a hit list. About 0.83% of those tested had a hit in this group.
